Kir21 block: inhibitors of mouse Kir2.1 inward-rectifier potassium channel; Inward rectifier potassium channel 2 (Mus musculus), P35561; HEK293-Kir2.1, FluxOR thallium flux fluorescence; active compounds read low; B-score at 10 µM; 0.85% of 310,000 active; AID 1672, 2009;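 active = fluorescence ratio B-score at or below minus 3 SD of library scores, with starting-brightness B-score within 2 SD, cut at about -4.2 in these data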;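 also: channel flux triggered by added potassium and thallium sulfate stimulus; B-score of peak minus minimum fluorescence over baseline after thallium stimulus; more negative B-score means stronger Kir2.1 block with less thallium influx; some compounds called inactive have numbers as strong as hits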
Target sequence (P35561 whole entry, looked up): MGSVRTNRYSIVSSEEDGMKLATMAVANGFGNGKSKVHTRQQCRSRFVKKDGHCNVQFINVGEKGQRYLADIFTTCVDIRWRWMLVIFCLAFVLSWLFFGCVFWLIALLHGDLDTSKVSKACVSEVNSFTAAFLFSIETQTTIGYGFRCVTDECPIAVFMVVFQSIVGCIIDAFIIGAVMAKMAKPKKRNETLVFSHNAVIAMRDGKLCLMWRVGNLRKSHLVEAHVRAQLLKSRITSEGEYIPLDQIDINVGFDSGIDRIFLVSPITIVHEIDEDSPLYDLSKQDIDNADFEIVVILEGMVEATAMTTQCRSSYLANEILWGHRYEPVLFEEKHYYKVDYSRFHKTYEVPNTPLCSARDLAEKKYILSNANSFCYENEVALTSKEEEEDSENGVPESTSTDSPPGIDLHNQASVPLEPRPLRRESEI
KCNQ2 block: KCNQ2 potassium channel inhibitors, primary screen, cell-based, CHO-K1, FluxOR thallium flux, B-score (AID 2156). Potassium voltage-gated channel subfamily KQT member 2 (Rattus norvegicus), O88943. 20 min; active compounds read low. B-score at 10 µM. 1.1% of 310,000 active;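 active = fluorescence ratio B-score at most minus 3 library SDs, with starting brightness B-score within 2 library SDs, cut at about -5.5 in these data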
STK33 kinase inh: inhibitors of purified STK33 kinase, primary screen, biochemical, ADP-Glo luminescence, homogeneous, cell-free | Serine/threonine-protein kinase 33 (Homo sapiens), Q9BYT3 | MBP phosphorylation | inhibition, % at 10 µM | 0.073% of 320,000 active | AID 2661, 2010;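 active = inhibition at or above 25%, using the most active replicate where run in duplicate; inactive = inhibition below 25%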
Target sequence (Q9BYT3 whole entry, looked up): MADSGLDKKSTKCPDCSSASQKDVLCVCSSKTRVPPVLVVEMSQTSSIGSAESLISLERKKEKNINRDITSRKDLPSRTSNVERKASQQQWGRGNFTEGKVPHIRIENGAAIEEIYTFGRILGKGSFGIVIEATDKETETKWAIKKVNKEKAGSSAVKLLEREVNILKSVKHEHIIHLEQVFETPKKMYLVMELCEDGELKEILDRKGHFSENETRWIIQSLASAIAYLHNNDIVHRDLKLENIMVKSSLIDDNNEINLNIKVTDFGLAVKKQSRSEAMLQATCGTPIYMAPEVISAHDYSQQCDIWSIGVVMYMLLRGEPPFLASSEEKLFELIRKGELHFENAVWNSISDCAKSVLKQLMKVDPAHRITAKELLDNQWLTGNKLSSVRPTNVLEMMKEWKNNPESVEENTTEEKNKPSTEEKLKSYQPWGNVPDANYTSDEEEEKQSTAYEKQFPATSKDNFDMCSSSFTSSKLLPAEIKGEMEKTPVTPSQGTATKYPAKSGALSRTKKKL
Active calls of the source: *; i = inactive; . = not tested or not shown. No enrichment for hits; about 1.9% have a hit in one of these screens.

SMILES	Kir21 block	KCNQ2 block	STK33 kinase inh
Clc1ccc(OCc2nc(-c3ccccn3)n[nH]2)cc1	0.05	i	7.1
COc1ccc(CCNC(=O)Cc2ccccc2)cc1OC	0.89	i	-1.6
S=C(Nc1ccc2nc(-c3ccccn3)c(-c3ccccn3)nc2c1)N1CCOCC1	-0.68	i	-0.8
O=C(O)CCC(=O)N1CCc2cc(S(=O)(=O)N(CCc3ccccc3)Cc3ccccc3)ccc21	-0.87	i	-0.1
O=C1CN(C(=O)c2cc([N+](=O)[O-])ccc2Cl)C(c2ccc(F)cc2)c2cc(F)ccc2N1 (stereo not given)	1.2	i	-3.3
CC(C)CCNC(=O)C1CCCN(S(=O)(=O)c2ccc(-n3cnnn3)cc2)C1 (stereo not given)	-1.1	i	-2.0
COc1ccc(CCn2nnnc2C(c2ccccc2)N2CCN(C)CC2)cc1OC (stereo not given)	-1.6	i	-2.5
Cc1cccc(C)c1NC(=O)CN(C)C(=O)CSC(=S)N1CCCC1	-0.55	i	-0.1
O=C(c1ccc(F)cc1F)C1CCN(c2ccc([N+](=O)[O-])cn2)CC1	0.45	i	-1.5
CCCCOc1ccc(C2(C(=O)O)CCCC2)cc1	-0.27	i	-2.6
c1ccc(SCc2nc(-c3ccncc3)no2)cc1	-0.46	i	0.8
Cc1n[nH]c(C)c1C(=O)CC1(O)C(=O)N(CCc2ccccc2)c2ccc(Cl)cc21 (stereo not given)	-0.31	i	0.9
O=C(O)/C=C/c1ccc(OCCCF)cc1	-0.02	i	-2.0
CC(NC(=O)COc1ccc(Oc2ccccc2)cc1)C(=O)O (stereo not given)	-0.34	i	-0.8
O=C(Nc1nnc(SCC(=O)N2CCCCC2)s1)c1c(F)cccc1F	-0.75	i	-1.0
Cc1cc(C)c2c(n1)sc1c(N3CCN(CCO)CC3)ncnc12	0.74	i	0.3
O=C1CCc2cc(S(=O)(=O)N3CCN(C(=O)c4ccco4)CC3)ccc2N1	0.76	i	1.0
Cc1cc([N+](=O)[O-])cnc1N1CCOCC1	-0.21	i	-3.8
CC(=O)Nc1ccc2nc(NC(=O)COc3cccc(C)c3)sc2c1	0.98	i	0.8
COc1ccc(C2(C(=O)Nc3c(C)n(C)n(-c4ccccc4)c3=O)CCCC2)cc1OC	1.9	i	1.5
COc1ccc(-c2csc(NC(C)=O)n2)cc1OC	-1.3	i	0.3
Cc1cccc(C(=O)N/C(=C\c2ccco2)C(=O)N2CCCCCC2)c1	-0.33	i	-0.6
CCOC(=O)c1csc(N/N=C2\CCc3ccccc32)n1	1	i	-0.2
Cc1nnc(SCC(=O)Nc2ccc3c4c(cccc24)CC3)n1C	-2.7	i	1.9
COc1ccc(/C=N/NC(=O)CCCCCNC(=O)c2ccccc2)cc1	1.1	i	0.1
Other entries.
SMILES	Kir21 block	KCNQ2 block	STK33 kinase inh
CC1(c2ccccc2)NC(=O)N(NC(=O)CSc2n[nH]c(N)n2)C1=O (stereo not given)	0.03	i	-0.9
Cc1ccc(/C=N/NC(=O)c2cccc3ccccc23)o1	0.24	i	-0.6
Cc1cc(Br)ccc1SCC(=O)OCC(=O)c1c(N)n(C)c(=O)n(C)c1=O	1.6	i	0.0
Cc1cc(C(=O)N2CCN(Cc3ccc4c(c3)OCO4)CC2)cs1	-0.37	i	-0.8
CC(=O)Nc1ccc(S(=O)(=O)N(C)Cc2ccccc2)cc1	-1.4	i	-0.5
COc1ccc(OC)c(C2(O)CSC(=Nc3cccnc3)N2Cc2ccco2)c1 (stereo not given)	-0.34	i	-2.2
O=C(COc1ccc(-c2ccccc2)cc1)N/N=C/c1ccccc1Br	1.4	i	-0.5
Cc1ccc(C)c(S(=O)(=O)NCc2ccc(C(=O)N3CCC(Cc4ccccc4)CC3)cc2)c1	-0.94	i	-1.1
Cc1cc(-c2ccccc2)nc(N(C)N)c1S(C)(=O)=O	-0.37	i	-1.7
Cc1nc(-c2ccc(NC(=O)c3ccccc3)cc2)cs1	0.93	i	.
C/C(CC(=O)Nc1cc(C)ccn1)=N\NC(=O)c1cccc(C)c1O	0.6	i	-0.8
O=C(Nc1nnc(C2CC2)s1)c1cccnc1Oc1ccc(Cl)cc1	0.92	i	-0.3
COC(=O)c1cc(S(=O)(=O)NCC2CCN(Cc3cccc(Cl)c3)CC2)c[nH]1	0.04	i	-1.2
CN(C)/C=C/C(=O)c1ccc(OCCN(C)c2ccccn2)cc1	0.3	i	1.2
COc1ccc(-n2c(COc3ccccc3)n[nH]c2=S)cc1	-0.15	i	-0.1
COc1cc2c(cc1NC(=S)NC(=O)/C=C/c1ccco1)oc1ccccc12	0.03	i	-1.0
Cc1ccccc1NS(=O)(=O)c1ccc(C(=O)NCCCN2CCCC2=O)cc1	-0.05	i	-0.4
O=c1[nH]c(CSc2nnc3ccccn23)nc2ccccc12	1.9	i	1.2
CC(=O)Nc1cccc(/C(C)=N/NC(=O)c2ccc(O)cc2)c1	0.74	i	0.2
CC(C)c1nc2cc(C(=O)NC(c3cccnc3)C(F)(F)F)ccc2o1 (stereo not given)	0.03	i	-1.1
N#C/C(=C\c1cn(Cc2ccccc2C#N)c2ccccc12)C(=O)NCc1cccs1	1	i	-0.9
CCN(CC(=O)NC)S(=O)(=O)c1ccc(C)cc1	0.03	i	-0.4
Cn1cnnc1SCc1ccc(C(=O)O)cc1	1.1	i	-0.7
Cc1cc(S(=O)(=O)Nc2ccc(N(C)C)cc2)c(C)s1	-1	i	-0.2
O=C(COC(=O)c1ccccc1O)Nc1cc([N+](=O)[O-])ccc1Cl	-0.09	i	-2.6
The listing continues.
SMILES	Kir21 block	KCNQ2 block	STK33 kinase inh
CS(=O)(=O)N(CC(=O)NC1CCCC1)c1cccc(F)c1	-2.4	i	0.8
COCCCNC(=O)Cc1c(C)c2cc3c(cc2oc1=O)OC(C)(C)CC3	0	i	-1.9
N#Cc1cc(-c2ccc(Cl)cc2)cnc1Sc1ccc(F)cc1	0.27	i	0.5
O=C(NCC1CCCO1)c1sc2cc(Cl)ccc2c1Cl (stereo not given)	2.4	i	-0.2
COc1ccc(Cc2nnc(SCC(=O)Nc3ccccc3)[nH]c2=O)cc1	1.1	i	.
O=C(C1CCCCC1)N1CCCn2c1nc1ccccc12	-1.4	i	-2.3
O=C(COc1ccc(Br)cc1)N(Cc1ccco1)C1CCS(=O)(=O)C1 (stereo not given)	-1.3	i	-1.5
O=C1CCC([N+](=O)[O-])C(c2cccc(Cl)c2Cl)N1 (stereo not given)	0.03	i	0.2
Cc1cc(NS(=O)(=O)c2ccc(NC(=O)c3ccco3)cc2)no1	-1.2	i	-0.5
CCN1C(=O)C(CC(=O)Nc2ccccc2)S/C1=N\c1ccccn1 (stereo not given)	-1.1	i	-0.7
O=C(CSc1nnc(-c2ccc(S(=O)(=O)N3CCCC3)cc2)o1)NCc1ccco1	-0.34	i	-0.6
N#Cc1ccc(/C=N/NC(=O)c2cccc(S(=O)(=O)N3CCOCC3)c2)cc1	-0.46	i	-1.0
CCCCN(C(=O)CSc1nncn1-c1ccccc1)c1c(N)n(Cc2ccccc2)c(=O)[nH]c1=O	0.75	i	-1.5
CC1(C)CC(=O)C(CC(=O)NC2CCCc3ccccc32)C(=O)C1 (stereo not given)	-0.52	i	0.4
N#Cc1nc(Cc2ccccc2)oc1NCCCn1ccnc1	0.18	i	0.7
Cc1ccc(C2=NOC(C)(c3nnc(-c4ccc(F)cc4)o3)C2)cc1 (stereo not given)	0.04	i	0.2
CC1Cc2ccccc2N1C(=O)CSc1nnnn1-c1ccc2c(c1)OCCO2 (stereo not given)	-0.42	i	-0.3
CCOC(=O)c1cnc2c(c(C)nn2CC)c1Cl	-2.5	i	-0.2
Cc1c(C(C)C)c(=O)n(-c2ccc(S(=O)(=O)NC3CC3)cc2)n1C	0.14	i	0.0
COC(=O)c1c(C(=O)OC)c(-c2cccc(C)c2)n2c1CS(=O)(=O)C2	-1.4	i	-1.7
Cc1cc(CSc2nc(C)cc(=O)[nH]2)c2ncccc2c1	-0.14	i	.
Cc1ccc2c(c1)N(C(=O)CCC(=O)N1CCN(c3ccccn3)CC1)CCO2	0.21	i	-1.0
Cc1c(C)c2c(c(C)c1O)CC[C@@](C)(CCC[C@H](C)CCC[C@H](C)CCCC(C)C)O2	-0.68	i	-1.6
COC(=O)n1c(=S)oc2cc(Cl)ccc21	-0.62	i	2.3
N#CCCN(C(=O)Nc1ccccc1)c1ccccc1	1.7	i	-1.3

Compound profiles, as listed above. Values in the order: Kir21 block	KCNQ2 block	STK33 kinase inh
O=C(CSc1nnc(-c2ccc(S(=O)(=O)N3CCCC3)cc2)o1)NCc1ccco1 across the screens: -0.34	i	-0.6
Cc1ccc2c(c1)N(C(=O)CCC(=O)N1CCN(c3ccccn3)CC1)CCO2 across the screens: 0.21	i	-1.0
Cc1cc(NS(=O)(=O)c2ccc(NC(=O)c3ccco3)cc2)no1 across the screens: -1.2	i	-0.5
O=C(COc1ccc(Br)cc1)N(Cc1ccco1)C1CCS(=O)(=O)C1 (stereo not given) across the screens: -1.3	i	-1.5

(continued)
SMILES	Kir21 block	KCNQ2 block	STK33 kinase inh
Cc1cc(-c2ccccc2)nc(N/N=C/c2ccccc2F)n1	3.5	i	-2.3
CCC(C)c1ccc(S(=O)(=O)N2CCN3CCCC3C2)cc1 (stereo not given)	0.4	i	0.1
CCOc1ccc(NC(=O)C2CC(C)=C(C)CC2C(=O)O)cc1 (stereo not given)	-0.72	i	-4.0
S=C(Nc1cccc(Cl)c1)NC1CCCCC1	-0.61	i	-1.2
Cc1cc(C)c(C)c(S(=O)(=O)N2CCN(c3ccccn3)CC2)c1C	-0.38	i	0.0
CC(C)c1ccc(NC(=O)C2CCC(CNC(=O)[C@@H]3Cc4ccccc4CN3)CC2)cc1 (stereo not given in full)	1.6	i	-1.1
Cc1cc(C)cc(OCC(=O)NN2Cc3ccccc3C2=N)c1	1	i	-1.0
CC1CCC(NC(=O)CC2Oc3ccccc3NC2=O)CC1 (stereo not given)	2	i	-1.8
CSc1nc(C)c(CCO)c(=O)[nH]1	0.1	i	-1.4
CCCSc1nc(NCc2ccco2)c2c3c(sc2n1)COC(C)(C)C3	0.41	-9.8*	-1.0
Cc1cc(C2=NNC(=Nc3ccc(S(=O)(=O)N4CCOCC4)cc3)SC2)c(C)n1CC1CCCO1 (stereo not given)	-0.38	i	-1.9
Cc1c(Cl)cccc1NC(=O)C1CC2CCC1C2 (stereo not given)	0.06	i	-2.5
CCOC(=O)c1ccc(CSC(=N)N)o1	-0.35	i	-1.1
CCCNC(=O)c1onc(CSc2ccc(Cl)cc2)c1C(=O)NCCC(C)C	0.18	i	-0.3
CCN(CC)CCN1C(=O)C(=O)/C(=C(/O)c2ccc(OC(C)C)cc2)C1c1cccs1 (stereo not given)	0.09	i	-1.2
CCOC(=O)c1ccc(NC(=O)CC2SCCNC2=O)cc1 (stereo not given)	-0.48	i	0.1
Cc1ccccc1NC(=O)CSCC(=O)Nc1ccccc1C	-0.02	i	-1.5
COc1ccc(-c2csc(NC(C)c3nc4cc(Cl)c(N5CCCCC5)cc4n3CCCO)n2)cc1 (stereo not given)	-0.05	i	-0.4
Cc1cccc(-c2ncc(CN3CCCC(CO)(Cc4cccc(Cl)c4)C3)cn2)c1 (stereo not given)	1.6	i	0.3
CC(=O)c1ccc(NC(=O)c2ccc3snnc3c2)cc1	-1.5	i	-1.3
COc1ccc(Br)c(C(=O)NCCC(C)C)c1	0.04	i	0.2
C/C(=N/NC(=O)CN1CCN(S(=O)(=O)c2ccc(C)cc2)CC1)c1cccc(O)c1	-1.9	i	-0.7
O=C(Cc1ccccc1)Nc1ccc(S(=O)(=O)N2CCCC2)cc1	0.17	i	.
CCCCn1c(N)c(N(CCOC)C(=O)c2ccc(COc3ccccc3)o2)c(=O)[nH]c1=O	1.2	i	-0.6
CCOC(=O)c1c(NC(=O)CSc2nc3cc(Cl)ccc3c(=O)n2Cc2ccco2)sc(C(=O)N(C)C)c1C	-0.41	i	-1.2

An excerpt from above in order of their number in Kir21 block, rising.
SMILES	Kir21 block	KCNQ2 block	STK33 kinase inh
CCOc1ccc(NC(=O)C2CC(C)=C(C)CC2C(=O)O)cc1 (stereo not given)	-0.72	i	-4.0
CCOC(=O)c1ccc(NC(=O)CC2SCCNC2=O)cc1 (stereo not given)	-0.48	i	0.1
CCOC(=O)c1ccc(CSC(=N)N)o1	-0.35	i	-1.1
CCN(CC)CCN1C(=O)C(=O)/C(=C(/O)c2ccc(OC(C)C)cc2)C1c1cccs1 (stereo not given)	0.09	i	-1.2
CSc1nc(C)c(CCO)c(=O)[nH]1	0.1	i	-1.4

Going on with the list:
SMILES	Kir21 block	KCNQ2 block	STK33 kinase inh
O=C(NC(=S)N(CCO)Cc1ccccc1)c1ccc(F)cc1Cl	0.28	i	-1.1
CC(=O)N1CCN(c2nnc(-c3ccccc3)c3ccccc23)CC1	0.03	i	-1.2
COc1ccc(CCNC2=NCC(C)S2)cc1 (stereo not given)	-3.1	i	-0.4
CCn1c(C)cc(/C=C2\SC(=O)N(CC(=O)Nc3ccc(C)c(C)c3)C2=O)c1C	1.4	i	-0.8
O=C(N/N=C/c1ccc(Cl)cc1Cl)Nc1ccccc1	0.47	i	-1.4
O=C(Cc1sc(-c2ccccc2Cl)nc1-c1ccccc1)Nc1ccccc1	-0.27	i	0.9
Cc1ccc(S(=O)(=O)Cn2nnnc2CN2CCOCC2)cc1	-0.22	i	-0.5
